# Screening data (PubChem BioAssay)
# ATXN2 expr inh – ATXN2 expression inhibition; HEK-293 ATXN2-luciferase reporter, luminescence, 24 h; Potency, µM (highest dose often 57 µM), inactives show top-dose activity change, negative = inhibition, most hits filed as inhibitors; 360,000 tested, 0.72% active; AID 1745845; note: potency is the fitted concentration of half-maximal effect; % is set by controls: 0 for no effect and ±100 for the full control effect; nearly all actives have a fitted effect of over 55% in size
#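 ATXN2-luciferase reporter cells (luciferase flanked by upstream and downstream ATXN2 gene portions) were treated 24 h at 37 °C with compounds at up to 57 uM. SteadyGlo luminescence gave expression; GF-AFC fluorescence gave viability.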
# IL-1B inflam inh – inhibitors of inflammasome signaling (IL-1 beta secretion) | THP-1 LPS/ATP IL-1B secretion, AlphaLISA, 16 h; hits give low values | activity change, % at 57.5 µM | 360,000 tested, 4.7% active | AID 743279; in the data active = activity change below about -50%; inconclusive = mostly about -30% to -49%; note: % is set by controls: 0 for no effect and ±100 for the full control effect
#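 THP-1 cells pretreated 1 hr with compounds (up to 57.5 uM final), then stimulated with LPS (250 ng/mL final) plus ATP (1.25 mM final); secreted IL-1B measured by AlphaLISA after 16 hr, decreased signal indicating inhibition.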
# KB-3-1 cytotox – kills parental KB-3-1 adenocarcinoma cells; KB-3-1 viability, CellTiter-Glo ATP luminescence, 72 h; Potency, µM (series often up to 46.1 µM), for the others: at the highest dose activity change, negative = cytotoxic, most hits filed as cytotoxic; 400,000 tested, 1.4% active; note: potency is the fitted concentration of half-maximal effect; % is set by controls: 0 for no effect and ±100 for the full control effect; nearly all actives have a fitted effect of over 60% in size
#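 Multi-concentration cytotoxicity screen in KB-3-1 cells grown in DMEM lacking phenol red with 10% FBS. After 72 h at 37 °C with compound, ATP-dependent luminescence was recorded.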
# ATXN viability – reduces viability in counter-screen for ATXN expression inhibitors | S2 cells (HEK-293 line with an ATXN2-luciferase reporter) viability, CellTiter-Fluor protease fluorescence, 24 h | Potency, µM (series often up to 56.7 µM), most hits filed as cytotoxic | 400,000 tested, 0.49% active | AID 651635; note: potency is the fitted concentration of half-maximal effect; nearly all actives have a fitted effect of over 40% in size
# KB-V1 MDR tox – KB-V1 MDR subline cytotoxicity. KB-V1 MDR cells viability, CellTiter-Glo, 72 h. Potency, µM (titrated, usually from 46.1 µM), without a hit: top-dose activity change, negative = cytotoxicity, actives largely listed as cytotoxic. 400,000 tested, 3.4% active. AID 1347076; note: potency is the fitted concentration of half-maximal effect; % is set by controls: 0 for no effect and ±100 for the full control effect; nearly all actives have a fitted effect of over 60% in size
#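 Luminescent ATP read-out (CellTiter-Glo, 10 min) measures survival of drug-selected KB-V1 MDR cells after 72 h, 37 degrees C compound exposure. Medium: phenol-red-free DMEM, 10% FBS. Values from fitted concentration-response curves.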
# HT1080-NT tox – kills 2HG-producing HT-1080-NT fibrosarcoma cells. HT-1080-NT fibrosarcoma viability, CellTiter-Glo ATP luminescence, 48 h. Potency, µM (highest dose often 46.1 µM), for the others: top-dose activity, negative = less viability, most hits filed as cytotoxic. 360,000 tested, 1.6% active. AID 686970;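 note: NT is the 2HG producing partner of a matched IDH1 knockdown line; potency is the fitted concentration of half-maximal effect; 0% = DMSO-treated cells and -100% = media-only wells without cells; nearly all actives have a fitted effect of over 55% in size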
#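 HT-1080-NT fibrosarcoma cells (2HG-overproducing), 750 cells/well in RPMI with 5% FBS, dosed after 2 h and incubated 48 h at 37C. CellTiter-Glo luminescence normalized to DMSO and no-cell wells; concentration-response curves fitted and classed.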
# MCF10A rerep – DNA re-replication induction in MCF 10a cells; 350,000 tested, 2.9% active; Potency, µM (doses to about 46.1 µM), for inactives: at the highest dose activity, positive = re-replication, hits mostly activators; MCF 10A DNA re-replication, Hoechst nuclear intensity, 48 h; AID 624296; note: potency is the fitted concentration of half-maximal effect; % of control where 0% means no effect; nearly all actives have a fitted effect of over 50% in size
# SW480 rerep – DNA re-replication induction in SW480 cells. SW480 DNA re-replication, Hoechst DNA content imaging, 48 h. Potency, µM (top dose mostly 46.1 µM), for the others: at the highest dose re-replication activation, hits mostly activators. 340,000 tested, 1.8% active. AID 624297; note: potency is the fitted concentration of half-maximal effect; % of control where 0% means no effect; nearly all actives have a fitted effect of over 55% in size
#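 DNA re-replication was detected as more nuclei of elevated Hoechst intensity after 48 hr exposure to compound (23 nL pinned per well of 250 cells).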
# HT1080 IDH1KD tx – HT-1080 IDH1 knockdown cell toxicity (counter line) | AID 686971 | Potency, µM (titrated, usually from 46.1 µM), for inactives: top-dose activity, negative = toxicity, most hits filed as cytotoxic | 360,000 tested, 2% active | HT-1080 IDH1 knockdown viability, ATP luminescence, 48 h;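 note: potency is the fitted concentration of half-maximal effect; 0% = DMSO wells and -100% = cell-free medium wells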
#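 Cytotoxicity counter-line: IDH1KD HT-1080, 48 h, CellTiter-Glo. Curves classed by r2, magnitude and activity.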
# Starred values were filed as active, the others as inactive; i = inactive; ? = inconclusive; nt = not tested or not shown; [ ] = remark or other dose. Unless noted, calls come from the whole dose curve; as a rule, active = well fitted curve in the direction sought with a large enough effect; inconclusive = small, poorly fitted or top-dose-only effect, or another doubt; inactive = no such curve, though single readings can be large; an effect the other way counts as inactive or inconclusive.
Molecule	ATXN2 expr inh	IL-1B inflam inh	KB-3-1 cytotox	ATXN viability	KB-V1 MDR tox	HT1080-NT tox	MCF10A rerep	SW480 rerep	HT1080 IDH1KD tx
CCOc1ccccc1NC(=O)NNC(=O)COc1cccc(C)c1C	7.2%	i	19.3%	i	?	-1.1%	-14.4%	-9.4%	16.0%
O=C(NCc1ccccc1)C(=O)NCC1OCCN1S(=O)(=O)c1ccc2c(c1)OCCO2 (stereo not drawn)	-18.3%	3.8	-13.6%	nt	-13.2%	-2.0%	1.1%	-3.6%	-3.4%
CC(C)(C)CN1CCNC(=O)C1CC(=O)N1CCC(C(=O)N2CCOCC2)CC1 (stereo not drawn)	-10.7%	-9.5	-1.5%	i	-0.1%	-2.1%	-4.0%	0.9%	17.8%
CN1CCc2c(sc(N)c2C(=O)O)C1	-16.2%	-2.5	-8.2%	i	4.7%	-5.0%	-0.9%	-1.5%	20.3%
CN(C)CC/C=C1\c2cc(F)ccc2CSc2ccccc21	-9.6%	-56.9*	-26.2%	?	20.6µM*	-18.2%	9.3%	14.2%	-17.4%
O=P(Cc1ccccn1)(c1ccccc1)c1ccccc1	2.9%	-5.9	3.0%	i	-4.6%	10.3%	-11.9%	-0.7%	7.3%
COc1ccc(NC(=O)CNC(=O)C2CCCCC2)cc1	30.7%	17.9	8.6%	i	20.2%	?	0.5%	10.8%	13.1%
O=C(CC12CC3CC(CC(C3)C1)C2)N/N=C\c1ccc[nH]1	-4.0%[11.3 µM]	-17.3	-6.4%	i	1.9%	-8.4%	-1.6%	-2.1%	-4.3%
COc1ccccc1CNC(=O)[C@@H]1CCCN1S(=O)(=O)c1ccccc1F	-4.2%	4.4	11.7%	i	-12.2%	23.0%	-8.7%	-4.0%	12.4%
Cc1sc(NC(=S)Nc2ccc(F)cc2)c(C(N)=O)c1C	-21.4%	10.5	9.3%	i	-0.4%	-8.8%	3.2%	-4.9%	-3.7%
Clc1cccc2c1CCN(Cc1nc(-c3cnccn3)no1)C2	-21.2%	-9.0	4.9%	nt	?	-18.2%	-0.9%	-0.1%	-14.9%
C/C(=N\NC(=O)c1ccc(OC2CCCC2)cc1)c1ccc(O)cc1	?	-14.1	3.66µM*	i	?	-28.3%	?	8.5%	-11.4%
Cc1ccc(C)c(C(=O)COC(=O)CN2C(=O)C3C4C=CC(C4)C3C2=O)c1 (stereo not drawn)	7.7%	17.2	10.0%	i	?	8.9%	5.9%	-15.3%	3.1%
Cc1nn(-c2ccccc2)c(C)c1CCC(=O)O	31.9%[activator]	26.6	-1.4%	i	0.3%	-3.0%	0.8%	-3.3%	-1.6%
COc1cc(C(=O)OCC(=O)NC2CCCC2)cc(OC)c1OC	-15.0%	17.5	5.8%	?	-20.2%	1.7%	2.6%	9.1%	-5.5%
CNC(=O)c1ccc(-n2cccn2)nc1	-0.2%[11.3 µM]	8.8	9.5%	i	22.7%	20.2%	0.6%	3.8%	26.5%
COc1ccc(C)cc1-n1c(N)c(C#N)c(C#N)c1-c1ccc(OC)c(OC)c1OC	17.3%	?	?	i	?	-8.3%	?	3.0%	-4.3%
COc1ccc(OCC(=O)NN2Cc3ccccc3C2=N)cc1	-11.1%	16.3	-9.1%	i	12.6%	-3.5%	2.2%	2.3%	-3.4%
Cc1ccc2nc(SCC(=O)Nc3ccc(C(N)=O)cc3)[nH]c2c1	1.1%	-6.5	27.7%	nt	-15.8%	24.8%	-3.9%	-2.3%	17.1%
O=C1C2C(c3ccccc3)CC=CC2[C@H](c2ccc(C(F)(F)F)cc2)N1Cc1ccccc1 (stereo partly drawn)	?	-18.2	-1.9%	nt	0.0%	?	21.4%	10.2%	?
COc1ccc(NC(=O)C/C(C)=N/NC(=O)COc2ccc(OC)cc2)cc1	-9.2%	-2.4	4.0%	i	?	-2.3%	1.6%	-12.3%	-16.5%
CCOC(=O)C1(O)CSc2nc3sc(C(=O)O)c(C)c3c(=O)n21 (stereo not drawn)	-4.5%	24.1	6.2%	i	0.0%	0.1%	-2.5%	1.2%[9.22 µM]	3.4%
NC(=O)CC(NC(=O)Cc1cccc2ccccc12)c1ccc(N2CCC(N3CCCCC3)CC2)c([N+](=O)[O-])c1 (stereo not drawn)	5.3%	6.5	6.2%	i	-6.5%	12.9%	-3.8%	-2.4%	8.0%
CNC(=O)c1nc(C)c(C2(C)CC(c3cccc([N+](=O)[O-])c3)=NO2)s1 (stereo not drawn)	1.4%	-7.1	6.7%	i	-1.9%	-2.8%	-7.8%	21.6%	-1.3%
CCOCCCNC(=O)C1CC(=O)N(C2CCCC2)C1 (stereo not drawn)	10.0%	12.3	0.3%	i	-7.8%	-1.4%	-0.2%	-8.7%	-2.6%
Cc1occc1C(=O)NNC1=CC(=O)CC(C)(C)C1	1.0%	3.8	7.8%	i	19.9%	8.2%	0.4%	-2.9%	9.3%
Cc1ccnc2nc(C(=O)Nc3ccc(N4CCOCC4)cc3)nn12	7.9%	0.4	-21.3%	i	?	-15.5%	1.5%	-10.0%	-8.6%[9.24 µM]
COC(=O)c1c(Oc2nc(OC)cc(OC)n2)cccc1Oc1nc(OC)cc(OC)n1	-20.0%	31.8	1.4%	i	0.3%	12.4%	-0.7%	-0.1%	19.3%
COc1ccc(OC)c(C2NC(=S)NC3=C2N2CCC3CC2)c1 (stereo not drawn)	-15.8%	-13.1	-13.7%	i	-23.4%	-0.6%	0.2%	2.9%	-3.5%
COC(=O)c1ccc(S(=O)(=O)N(C2CCCCC2)C2CCCCC2)n1C	-32.4%	2.2	-2.3%	?	-21.2%	-0.7%	0.5%	0.1%	4.8%
CCOc1ccc(N2C(=O)CC(NCCc3c[nH]c4ccccc34)C2=O)cc1 (stereo not drawn)	nt	-2.2	-1.3%	i	7.8%	-3.1%	-1.2%	2.91µM*	-1.3%
CCCC1Cc2nc(Cl)c(C#N)cc2CO1 (stereo not drawn)	2.0%	8.6	-4.3%	i	16.0%	-1.8%	-3.4%	?	13.1%
O=C(CSc1nc2[nH]ncc2c(=O)n1-c1ccccc1)NCCc1ccccc1	nt	-3.1	6.8%	?	-16.8%	2.2%	-4.6%	-1.5%	4.9%
O=c1c(C/C=C/c2ccccc2)c(O)nc2n1CCCS2	-6.4%	0.0	-0.2%	i	20.7%	-3.9%	5.1%	-4.8%	-3.4%
Cc1nonc1C1CCCN1C(=O)c1cc(COc2cccc(C(F)(F)F)c2)on1 (stereo not drawn)	-19.0%	?	-11.3%	i	?	?	-2.3%	78.5%	-28.3%
O=C(Nc1ccccc1[N+](=O)[O-])c1cc(S(=O)(=O)N2CCOCC2)cs1	-6.7%	?	nt	i	nt	-11.8%	23.1µM*	?	-24.2%
CC1CN(C2CC(C)(C)NC(C)(C)C2)CCC1=O (stereo not drawn)	2.4%	-1.2	3.4%	i	0.0%	4.7%	7.3%	-3.6%	2.9%
O=C(CCC(=O)N1CCOc2ccccc21)NCCCc1ccccc1	-5.9%	-20.3	20.8%	i	-0.7%	-7.1%	9.2%	6.7%	4.2%
Cn1c(=O)oc2cc(S(=O)(=O)N3CCCC(C(=O)NCc4ccccc4Cl)C3)ccc21 (stereo not drawn)	13.3%	nt	0.2%	i	-11.8%	nt	nt	nt	nt
CSCCC(NC(=O)OCc1ccccc1)C(=O)O (stereo not drawn)	-2.8%	11.4	-3.2%	i	0.0%	3.3%	-5.3%	-4.1%	4.2%
CCOC(=O)c1c(C)c(C(=O)N2CCc3ccccc3C2)c(C)n1CC	-18.1%	16.9	1.3%	?	?	?	?	?	?
CCN(CC)S(=O)(=O)c1cccc(-c2csc(C)n2)c1	nt	32.7	-3.4%	i	2.3%	?	-3.4%	1.5%	13.1%
COC(=O)c1ccc(CNC(=O)COC(=O)/C=C/c2cc(OC)c(OC)c(OC)c2)cc1	8.9%	19.8	nt	i	nt	4.8%	8.8%	-12.6%	-0.6%
C=CCc1ccc(OCC(O)CO)c(OC)c1 (stereo not drawn)	4.4%	8.7	17.5%	i	-8.4%	0.4%	-1.7%	1.7%	-8.7%
Cc1ccccc1CN1CCN(C/C=C/c2ccccc2)CC1	-34.1%	-13.8	-19.3%	i	-18.3%	-14.5%	-5.0%	4.4%	-27.7%
CCOc1ccc(N2CC(C(=O)NCc3ccco3)CC2=O)cc1 (stereo not drawn)	12.8%	7.0	?	i	?	-0.2%	-1.3%	-2.0%	4.2%
O=C(CSc1nc(-c2ccccc2)cc(=O)[nH]1)Nc1ccccc1	9.0%	14.2	9.8%	i	6.0%	2.4%	11.7%	1.7%	17.4%
CCC(=O)Nc1sccc1C(=O)OC	1.4%	14.6	3.6%	i	7.7%	-6.0%	1.4%	-11.6%	-5.7%
CC1=NN(C(C#N)c2ccccc2)C(c2ccccc2)C1 (stereo not drawn)	nt	3.3	-1.4%	i	7.5%	2.2%	-1.4%	-6.7%	10.1%
CS(=O)(=O)N1Cc2ccccc2CC1C(=O)Nc1ccccc1C(N)=O (stereo not drawn)	72.0%[activator]	19.3	16.0%	i	-3.6%	2.7%	1.0%	-0.9%	10.0%
CCCC1NC(=O)c2cccnc2-n2c1nc1cc(C)cc(C)c1c2=O (stereo not drawn)	-9.0%	-20.7	19.9%	i	-1.9%	-1.5%	nt	nt	-9.4%
COc1ccc(CC(=O)N/N=C(\C)c2cccs2)cc1	3.8%	-24.5	4.5%	i	10.3%	10.1%	0.9%	3.7%	4.8%
Cc1cc(C)c(C(=O)OCCNC(=O)c2cccnc2)cc1C	-1.4%	14.9	?	i	-22.4%	-2.5%	20.3%	-13.3%	-2.1%
